L3MBTL1 block = qHTS Assay for the Inhibitors of L3MBTL1; 230,000 compounds, 0.66% hits; Potency, µM (highest dose often 57.1 µM), for the others: at the top dose activity, negative = inhibition, usual class: inhibitors; AlphaScreen L3MBTL1–H3K9me1 peptide binding; AID 485360, 2010; active = well fitted inhibition curve with a large enough effect; note: nearly all actives have a fitted effect of over 60% in size
Target sequence (Q9Y468 whole entry, looked up): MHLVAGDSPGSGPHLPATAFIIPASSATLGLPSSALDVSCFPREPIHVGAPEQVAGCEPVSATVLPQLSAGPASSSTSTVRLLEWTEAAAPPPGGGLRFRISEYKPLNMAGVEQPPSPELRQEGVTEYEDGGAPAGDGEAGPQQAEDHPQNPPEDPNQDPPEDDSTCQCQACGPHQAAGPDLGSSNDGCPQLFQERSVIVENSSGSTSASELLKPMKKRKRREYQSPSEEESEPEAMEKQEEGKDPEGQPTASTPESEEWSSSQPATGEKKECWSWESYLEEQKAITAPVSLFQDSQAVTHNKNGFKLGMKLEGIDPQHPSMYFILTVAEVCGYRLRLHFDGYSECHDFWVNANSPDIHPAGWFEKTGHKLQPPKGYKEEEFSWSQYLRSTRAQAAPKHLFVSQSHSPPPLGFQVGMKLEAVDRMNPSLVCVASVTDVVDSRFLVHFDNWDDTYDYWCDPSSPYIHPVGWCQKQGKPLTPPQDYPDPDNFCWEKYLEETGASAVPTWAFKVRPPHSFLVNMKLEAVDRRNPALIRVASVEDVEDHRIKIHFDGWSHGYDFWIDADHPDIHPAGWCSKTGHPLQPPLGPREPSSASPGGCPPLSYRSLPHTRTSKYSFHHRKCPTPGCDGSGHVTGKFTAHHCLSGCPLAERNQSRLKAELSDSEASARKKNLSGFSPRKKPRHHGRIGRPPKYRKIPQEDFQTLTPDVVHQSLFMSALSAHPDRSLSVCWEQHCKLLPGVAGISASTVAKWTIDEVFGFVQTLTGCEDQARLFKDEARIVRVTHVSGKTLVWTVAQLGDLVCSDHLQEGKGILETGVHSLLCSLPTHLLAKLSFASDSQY
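Read-out is AlphaScreen signal from streptavidin donor and nickel chelate acceptor beads (10 ug/mL final each) bridging L3MBTL1 (50 nM) and biotinylated K9-monomethylated H3(1-15) peptide (75 nM), after 30 min compound exposure at room temperature.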
Numbers without * were called inactive; [ ] = dose if it differs, or a comment. % is set by controls: 0 for no effect and ±100 for the full control effect; potency is the fitted concentration of half-maximal effect. An excerpt (hit frequency here may not be typical).

Structure	L3MBTL1 block
Cc1ccc(OCC(=O)N2CC(C)CC(C)C2)c([N+](=O)[O-])n1 (stereo not drawn)	3%
Cc1cccn2c(=O)nc(SCC(=O)NCc3ccc(F)cc3)nc12	-2%
CNC(=O)c1ccc(CN(C)CC(=O)Nc2ccccc2C(=O)NC2CC2)cc1	4%
CCOc1ccccc1C1CC(=O)Nc2cc(C)c(C)cc21 (stereo not drawn)	0%[2.29 µM]
CC(C)(C)OC(=O)C[C@@H]1C/C=C\C[C@H](CC(=O)NCCO)C(=O)NC[C@H](c2ccccc2)OC1=O	4%
CC(OC(=O)CNC(=O)c1ccc(F)cc1)C(=O)Nc1ccc(S(=O)(=O)N2CCOCC2)cc1 (stereo not drawn)	1%
COC(=O)CCCN1C(=O)c2cccc3cccc(c23)C1=O	-1%
O=C1COc2ccc(C(=O)COC(=O)Cc3c(F)cccc3Cl)cc2N1	2%
COc1ccc(-c2c(-c3cc(OC)c(OC)c(OC)c3)noc2C)cn1	2%
CC(Oc1ccccc1F)c1nnc(SCC(=O)Nc2ccc(N3CCOCC3)cc2)o1 (stereo not drawn)	-3%

Structure	L3MBTL1 block
Cc1cnc(C(=O)OCC(=O)Nc2cc(Cl)ccc2C#N)cn1	-1%
CC(=O)Nc1ccc(SCC(=O)N(C)CC(=O)Nc2ccccc2Cl)cc1	-1%
Cc1ccccc1C(=O)N1CCC(C(=O)Nc2ccc(C)c(S(=O)(=O)N3CCCCC3)c2)CC1	-2%
CCN(CC(=O)N1CCCCCC1)S(=O)(=O)c1ccc(C)cc1	9%
Cc1occc1C(=O)Nc1cccc(S(=O)(=O)N2CCOCC2)c1	-6%
COc1ccccc1NC(=O)C(=O)NCCC1CCCCN1S(=O)(=O)c1ccc(F)cc1 (stereo not drawn)	1%
O=C1CCc2cc(S(=O)(=O)Nc3cccc(F)c3)cc3c2N1CC3	-2%
Oc1c(Cl)cc(Cl)cc1CNc1ccccn1	9%
O=C(NCc1ccccc1CN1CCCC1)C1CCN(S(=O)(=O)c2ccc(F)c(F)c2)CC1	-3%
O=C1NC(C(=O)O)=CC(c2cccc(Cl)c2Cl)N1 (stereo not drawn)	1%

Structure	L3MBTL1 block
COc1ccc(-n2nc(C(=O)N(C)C)nc2-c2ccccc2)cc1	-13%
CCOc1ccccc1NC(=O)CSc1nc(=O)n(Cc2ccccn2)c2c1CCC2	11%
Cc1cc(C)n2nc(SCC(=O)NC(=O)c3ccccc3)nc2n1	2%
CCN(CC(=O)Nc1ccc(NC(C)=O)cc1)C(=O)c1ccc2c(c1)OCCO2	-18%
COc1ccc([C@H]2CC(=O)C=C(c3ccccc3Oc3ccccc3)C2)cc1	16%
COc1ccc2c(CC(=O)NNC(=O)c3ccccc3F)coc2c1	2%
O=C(CCNC(=O)c1ccccc1Cl)Nc1cccc(S(=O)(=O)N2CCCC2)c1	24%
COCC(=O)Nc1ccc(N2CCCC2)c(S(=O)(=O)Nc2ccccc2OC)c1	-4%
COc1ccc(Cl)cc1C(=O)Nc1cccnc1	4%
CN1CCC[C@@H]1CCNC(=O)c1cccc2c1C(=O)c1ccc(N3CCCC3)cc1S2(=O)=O	-1%

Structure	L3MBTL1 block
O=C(C[C@H]1C/C=C\C[C@H](NC(=O)OCC2c3ccccc3-c3ccccc32)C(=O)OC[C@H](Cc2ccccc2)NC1=O)N[C@H](CO)Cc1ccccc1	0%
CC1=NN(C(N)=S)C(=O)C1N=Nc1c(Br)cc(Br)cc1Br (stereo not drawn)	-2%[2.29 µM]
Cc1cccc(C(=O)Nc2ccc3ccccc3c2)c1	34%[activator]
COc1ccc(/C=C2\Oc3cc(OCC(=O)N4CCC[C@H]4C(=O)O)ccc3C2=O)c(OC)c1OC	10%
C[C@H](CO)N1C[C@H](C)[C@@H](CN(C)S(C)(=O)=O)Oc2ccc(NC(=O)Nc3ccc4c(c3)OCO4)cc2C1=O	-6%
CC1CN(C(=O)CCC(=O)NCCc2ccccc2)c2ccccc2O1 (stereo not drawn)	3%
Cc1nc2ccc(NS(=O)(=O)c3ccc(F)c(F)c3F)cc2s1	2%
CN1CCN(S(=O)(=O)c2ccc(C3CCCCC3)cc2)CC1	5%
COC(=O)c1ccc(COC(=O)c2ccc(C)c(S(=O)(=O)N3CCCCC3)c2)cc1	13%
Cc1ccc(NC(=O)c2ncn(CC(=O)NCc3ccccc3)n2)cc1C	-9%

Part of the list above, with the structure last.
L3MBTL1 block	Molecule
34%[activator]	Cc1cccc(C(=O)Nc2ccc3ccccc3c2)c1
10%	COc1ccc(/C=C2\Oc3cc(OCC(=O)N4CCC[C@H]4C(=O)O)ccc3C2=O)c(OC)c1OC
-6%	C[C@H](CO)N1C[C@H](C)[C@@H](CN(C)S(C)(=O)=O)Oc2ccc(NC(=O)Nc3ccc4c(c3)OCO4)cc2C1=O
3%	CC1CN(C(=O)CCC(=O)NCCc2ccccc2)c2ccccc2O1 (stereo not drawn)
2%	Cc1nc2ccc(NS(=O)(=O)c3ccc(F)c(F)c3F)cc2s1

The list goes on.
Structure	L3MBTL1 block
CC(NC(=O)COC(=O)C1CCN(c2ccc(C(F)(F)F)cn2)CC1)c1ccc(F)cc1 (stereo not drawn)	11%
Cc1ccc(CNC(=O)c2cc(-c3ccccc3)nn2Cc2cc(C)no2)cc1	12%
Cc1ccc(S(=O)(=O)N2CCN(C(=O)COC(=O)/C=C/c3ccc([N+](=O)[O-])cc3)CC2)c(C)c1	-2%
C=CCN=C1N[C@@H](c2cccc(C(F)(F)F)c2)C(C(=O)OC)=C(C)N1CC	12%
CCc1noc(C)c1C(=O)NNC(=O)c1ccc(N(CC)CC)cc1	5%
CC1CCN(CCOc2ccc(C(=O)c3ccccc3)cc2)CC1	0%
CCOC(=O)Cc1csc(SCC(=O)NC2CCS(=O)(=O)C2)n1 (stereo not drawn)	8%
CC(Sc1ccccc1)C(=O)NCCc1ccccc1 (stereo not drawn)	1%
Nc1ccc(CCC(=O)N2CCCC2)cc1	-1%
CCN1C(=NCc2cc(OC)c(OC)c(OC)c2)N[C@@H](c2ccccc2)[C@H](C(=O)OC)[C@H]1C	5%

Structure	L3MBTL1 block
O=C(Nc1cccc2c1CCCC2)c1ccccc1F	68%[activator]
Cc1ccc(S(=O)(=O)Nc2ccc(-n3c(C)nc4ccccc4c3=O)cc2)cc1	3%
CC(C)CC(=O)N1CCN(Cc2ccc(C(F)(F)F)cc2)CC1	60%[activator]
CC(C)(CC(=O)O)CC(=O)O	6%
Cc1cc(OCC(O)CN2CCOCC2)cc(C)c1Cl (stereo not drawn)	-6%[2.29 µM]
C#CCOCCOCCOCCNc1nc(N2CCN(C(=O)Cn3cc(CCCN=C(N)N)nn3)CC2)nc(N2CCN(C(=O)[C@H](CCCCN)n3cc(CC(C)O)nn3)CC2)n1 (stereo partly drawn)	9%
CCC(=O)Nc1ccc(C(=O)NNC(=O)c2ccc(C)cc2)cc1	4%
O=C(Nc1cc(Cl)ccc1-n1cncn1)c1ccc([N+](=O)[O-])o1	-19%
CC(NS(=O)(=O)c1cccc(C(=O)NCc2ccncc2)c1)c1ccccc1 (stereo not drawn)	0%
Cc1ccsc1C(=O)OCC(=O)NC1CCCC1	0%

Some of the entries above, set out differently:
> CCC(=O)Nc1ccc(C(=O)NNC(=O)c2ccc(C)cc2)cc1
- L3MBTL1 block = 4%
> O=C(Nc1cc(Cl)ccc1-n1cncn1)c1ccc([N+](=O)[O-])o1
- L3MBTL1 block = -19%

Later entries:
Structure	L3MBTL1 block
COc1ccc(S(=O)(=O)N2CCCCCC2)cc1C(=O)N(C)Cc1ccc(OC)c(OC)c1OC	-8%
O=S(=O)(NCc1ccccc1)c1ccccc1NCCc1ccccc1	31%[activator]
CCOc1ccc(S(=O)(=O)Nc2ccn(C)n2)cc1	-1%
C[C@@H]1CN([C@@H](C)CO)C(=O)c2cccc(NC(=O)Nc3ccc4c(c3)OCO4)c2O[C@H]1CN(C)S(=O)(=O)c1cn(C)cn1	27%
COCCNc1nc2c(c(=O)n(Cc3ccccc3F)c(=O)n2C)n1C	-1%
COc1ccc(NC(=O)Nc2ccc3c(c2)CC(=O)N([C@H](C)CO)C[C@H](C)[C@H](CN(C)Cc2ccc(C(=O)O)cc2)O3)cc1	0%
Cn1c(=O)c2c(ncn2CC(=O)Nc2cc(S(=O)(=O)N3CCCCC3)ccc2Cl)n(C)c1=O	3%
CCOc1ccc(C(=O)Nc2ccc(S(=O)(=O)N3CCN(C)CC3)cc2)cc1	-3%
COc1cccc(CC(=O)Nc2cc(S(=O)(=O)N3CCOCC3)ccc2N2CCN(C)CC2)c1	2%
COc1ccc(OC)c(/C=N/NC(=O)c2ccncc2)c1	4%[2.29 µM]

Structure	L3MBTL1 block
CC[C@@]12C(=O)N(c3ccccc3)C(=O)N1[C@H](c1cccc(C)c1)[C@@H]1C(=O)N(Cc3ccccc3)C(=O)[C@@H]12	2%
CNC[C@@H]1Oc2ccc(NC(=O)Nc3c(C)noc3C)cc2CC(=O)N([C@H](C)CO)C[C@H]1C	0%
CCN(CC(=O)Nc1ccccc1C(F)(F)F)C(=O)Cc1cccs1	-1%
CSCC(=O)NC1CCCc2c1cnn2-c1ccc(C)c(C)c1 (stereo not drawn)	10%
N#Cc1ccc(CN2CCN(C(=O)c3cn(Cc4ccccc4)nc3-c3cccnc3)CC2)cc1	-5%
CC(=O)CCC1CC(c2ccc(Cl)cc2)=NO1 (stereo not drawn)	5%
Cc1cc(=O)n2nc(N3CCCC3C(=O)Nc3cccc(F)c3)sc2n1 (stereo not drawn)	2%
O=C(CC1CCCC1)NNC(=O)c1ccc(Br)cc1	1%
O=C1Cc2cc(S(=O)(=O)N3CCNCC3)ccc2N1	3%
CC(NC(=O)CN1CCN(c2ccc(Cl)cc2)CC1)c1ccccc1 (stereo not drawn)	1%[2.29 µM]

Structure	L3MBTL1 block
COc1ccc(C(=O)C2CCCN(C(=O)CCNC(C)=O)C2)cc1OC (stereo not drawn)	0%
O=C(Nc1ccc2c(c1)OCCO2)c1cnn(-c2ccccc2)n1	-1%
C[C@H](CO)N1C[C@H](C)[C@@H](CN(C)C(=O)NC2CCCCC2)Oc2ccc(NS(=O)(=O)c3cn(C)cn3)cc2C1=O	8%
Cc1cc2c(=O)n(C)c(SCC(=O)Nc3ccccc3C)nc2s1	1%
Nc1ccc(C(=O)OCC(=O)NC(=O)c2ccccc2)cc1[N+](=O)[O-]	-4%
CCN(CC(=O)Nc1ccc(NC(C)=O)cc1)C(=O)C1CC(=O)N(Cc2ccc(C)cc2)C1 (stereo not drawn)	5%
CCN(Cc1cc(=O)oc2cc(C)ccc12)c1ccccc1	3%
Cc1ccc(-c2nnc(SCC(=O)NCC3CCCO3)nc2-c2ccc(C)cc2)cc1 (stereo not drawn)	1%
O=C1CC2(CCCC2)C(=O)N1CN1CCN(S(=O)(=O)c2ccc(Cl)c(Cl)c2)CC1	1%
O=C(CC1C[C@H](C(=O)N2CCCCC2)[C@@]2(CCc3ccccc3)c3[nH]c4ccccc4c3CCN2C1=O)NCCCn1ccnc1 (stereo partly drawn)	-18%

Structure	L3MBTL1 block
O=C(Nc1ccc(C2=CN(Cc3ccccc3)CCC2=O)cc1)OCc1ccccc1	5%
O=C(COc1ccccc1Cl)Nc1cccc(S(=O)(=O)NC2=NCCCCC2)c1	1%
CC1(C2CC2)NC(=O)N(CC(=O)NCc2ccc(Cl)cc2Cl)C1=O (stereo not drawn)	3%
Cc1ccc(C(=O)Nn2cnnc2)c(Cl)c1	3%
Cc1nnc(SC(C)C(=O)Nc2ccc(N3CCOCC3)cc2)n1Cc1ccccc1 (stereo not drawn)	-6%
c1ccc2c(OCCCN3CCCCCC3)cccc2c1	0%
CCc1ccc(C(=O)NNC(=O)CC2OC(=O)c3ccccc32)cc1 (stereo not drawn)	5%
CN(C)S(=O)(=O)c1ccc(N2CCCC2)c(C(=O)NNC(=O)COc2ccccc2F)c1	2%
Cc1ccc(S(=O)(=O)N2CCN(C(=O)CSCc3ccc(C(C)C)cc3)CC2)cc1	0%
CCC1(CC)NC(=O)N(CC(=O)Nc2ccc(-n3cnnn3)cc2)C1=O	31%[activator]

Structure	L3MBTL1 block
COc1ccc2oc(C(=O)NC3(C)CCS(=O)(=O)C3)c(C)c2c1 (stereo not drawn)	4%
O=C(Cn1[nH]c(=O)c2ccccc2c1=O)N1CCN(S(=O)(=O)c2ccc(Cl)cc2)CC1	2%
CC(C)(C)c1ccccc1OCC(=O)NCc1ccccc1	-1%[2.29 µM]
CSCCC(NC(=O)COc1ccccc1)C(=O)N1CCCCCC1 (stereo not drawn)	2%
COc1ccccc1C(CNC(=O)COc1cc(C)ccc1Cl)N1CCCC1 (stereo not drawn)	-2%
Cc1ccn2c(=O)nc(SCC(=O)N3CCCC3)nc2c1	-3%
O=C1CCN(Cc2ccc([N+](=O)[O-])cc2)CCN1CCO	6%
C/C(=N/N1CCN(Cc2ccccc2)CC1)c1ccc(Br)cc1	-2%
CCOCC(=O)Nc1ccc(S(=O)(=O)Nc2nccs2)cc1	2%
COc1ccc(Oc2coc3cc(O)ccc3c2=O)cc1	4%
COc1ccc(Cl)cc1NC(=O)CN(C)C(=O)c1ccc(-n2cncn2)cc1	9%

Shown with values ahead of the structure: part of the list above
L3MBTL1 block,structure
6%,O=C1CCN(Cc2ccc([N+](=O)[O-])cc2)CCN1CCO
-2%,C/C(=N/N1CCN(Cc2ccccc2)CC1)c1ccc(Br)cc1
2%,CCOCC(=O)Nc1ccc(S(=O)(=O)Nc2nccs2)cc1
